NSD2 inh – inhibitors of human NSD2 methyltransferase | actives 0.07% (n = 44,000) | O96028 | NSD2-SET H3K36me1 DELFIA fluorescence, biochemical | inhibition, % at 12.5 µM | AID 624260; in the data active = inhibition above about 54%, passing the limit was not always enough;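 also: inhibitors reduce the monomethyl H3K36 fluorescence signal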
Target sequence (O96028 whole entry, looked up): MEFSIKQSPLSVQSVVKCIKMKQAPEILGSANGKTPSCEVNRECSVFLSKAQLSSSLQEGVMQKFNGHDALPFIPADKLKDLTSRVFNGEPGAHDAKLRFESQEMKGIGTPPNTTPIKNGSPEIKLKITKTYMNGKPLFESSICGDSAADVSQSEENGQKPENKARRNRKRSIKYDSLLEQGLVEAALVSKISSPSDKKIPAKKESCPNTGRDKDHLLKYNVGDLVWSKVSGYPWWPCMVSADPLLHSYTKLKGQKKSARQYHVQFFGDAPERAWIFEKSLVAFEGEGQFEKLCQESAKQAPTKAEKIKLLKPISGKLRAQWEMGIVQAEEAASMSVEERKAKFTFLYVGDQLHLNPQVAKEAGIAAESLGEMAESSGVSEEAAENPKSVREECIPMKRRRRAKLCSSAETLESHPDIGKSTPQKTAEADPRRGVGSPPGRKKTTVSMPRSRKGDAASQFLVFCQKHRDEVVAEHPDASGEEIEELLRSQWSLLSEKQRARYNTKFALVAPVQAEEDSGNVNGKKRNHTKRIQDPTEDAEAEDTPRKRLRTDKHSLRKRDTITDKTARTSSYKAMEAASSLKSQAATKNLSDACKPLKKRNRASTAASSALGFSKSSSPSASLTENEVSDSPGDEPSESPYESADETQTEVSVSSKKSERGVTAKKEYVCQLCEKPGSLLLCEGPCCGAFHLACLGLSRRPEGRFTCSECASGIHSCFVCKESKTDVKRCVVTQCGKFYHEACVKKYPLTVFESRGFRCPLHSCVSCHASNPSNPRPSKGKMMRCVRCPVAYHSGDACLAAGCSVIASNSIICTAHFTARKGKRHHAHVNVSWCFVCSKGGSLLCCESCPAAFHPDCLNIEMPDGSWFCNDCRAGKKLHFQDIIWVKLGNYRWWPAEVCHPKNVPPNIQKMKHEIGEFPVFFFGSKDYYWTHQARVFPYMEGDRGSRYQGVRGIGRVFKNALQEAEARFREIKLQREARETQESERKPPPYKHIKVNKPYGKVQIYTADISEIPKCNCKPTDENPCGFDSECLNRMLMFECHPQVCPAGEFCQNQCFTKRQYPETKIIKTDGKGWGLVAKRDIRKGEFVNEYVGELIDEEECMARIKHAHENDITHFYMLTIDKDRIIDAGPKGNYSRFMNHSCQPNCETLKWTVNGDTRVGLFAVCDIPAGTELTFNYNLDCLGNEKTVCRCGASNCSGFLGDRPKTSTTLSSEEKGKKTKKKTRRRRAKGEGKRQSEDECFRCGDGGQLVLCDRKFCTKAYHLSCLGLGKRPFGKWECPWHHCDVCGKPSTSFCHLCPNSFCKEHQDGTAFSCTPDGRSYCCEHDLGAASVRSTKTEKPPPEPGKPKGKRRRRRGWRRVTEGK
Active calls of the source: *. These rows are one share of the data, so the mix of outcomes need not match the whole.

COC(=O)N(C)C[C@H]1OCc2cnnn2CCCC(=O)N([C@H](C)CO)C[C@@H]1C
  NSD2 inh: -2.5
CC(C)CC#Cc1cnc2c(c1)C(=O)N([C@@H](C)CO)C[C@H](C)[C@@H](CN(C)S(=O)(=O)c1cccs1)O2
  NSD2 inh: 2.7
Cc1ccc(S(=O)(=O)Nc2ccc3c(c2)C(=O)N([C@@H](C)CO)C[C@@H](C)[C@@H](CN(C)C(=O)Nc2c(C)noc2C)O3)cc1
  NSD2 inh: 6.2
CN(C)CC(=O)N[C@@H]1C=C[C@@H](CC(=O)NCc2ccccc2F)O[C@H]1CO
  NSD2 inh: 5.6
COc1ccc(NC(=O)N(C)C[C@H]2Oc3ccc(NS(=O)(=O)c4ccccc4)cc3CC(=O)N([C@@H](C)CO)C[C@@H]2C)cc1
  NSD2 inh: 0.3
C[C@H](CO)N1C[C@H](C)[C@H](CN(C)C(=O)Nc2ccccc2)OCCCC[C@H](C)Oc2ccc(NS(=O)(=O)c3cn(C)cn3)cc2C1=O
  NSD2 inh: 3.8
COc1ccc(NC(=O)N(C)C[C@H]2Oc3ccc(NC(=O)Cc4ccccc4)cc3CC(=O)N([C@@H](C)CO)C[C@@H]2C)cc1
  NSD2 inh: -0.2
C[C@H]1CN([C@@H](C)CO)C(=O)Cc2cc(NC(=O)Nc3ccc(C(F)(F)F)cc3)ccc2O[C@H]1CN(C)Cc1ccc(Cl)c(Cl)c1
  NSD2 inh: -6.3
C[C@@H]1CN([C@H](C)CO)C(=O)c2cc(C#CCN(C)C)cnc2O[C@H]1CN(C)S(C)(=O)=O
  NSD2 inh: 0.5
C[C@@H]1CN([C@H](C)CO)C(=O)Cc2cc(NC(=O)Cc3cn(C)c4ccccc34)ccc2O[C@@H]1CN(C)Cc1ccc(C(=O)Nc2ccccc2N)cc1
  NSD2 inh: -3.5
Cc1noc(C)c1S(=O)(=O)Nc1ccc2c(c1)CC(=O)N([C@@H](C)CO)C[C@@H](C)[C@H](CN(C)S(=O)(=O)c1ccc(Cl)cc1)O2
  NSD2 inh: 3.8
C[C@@H]1CN([C@H](C)CO)S(=O)(=O)c2ccc(-c3ccncc3)cc2O[C@@H]1CN(C)C(=O)Nc1ccc(C(F)(F)F)cc1
  NSD2 inh: -6.9
COc1ccc(NC(=O)N(C)C[C@@H]2Oc3ccc(NC(=O)Nc4ccccc4)cc3CC(=O)N([C@@H](C)CO)C[C@@H]2C)cc1
  NSD2 inh: 0.7
C[C@H](CO)N1C[C@H](C)[C@H](CN(C)S(C)(=O)=O)Oc2cc(-c3cccc(F)c3)ccc2S1(=O)=O
  NSD2 inh: -0.6
C[C@H](CO)N1C[C@H](C)[C@H](CN(C)Cc2ccccc2)Oc2cc(C#CCN(C)C)ccc2S1(=O)=O
  NSD2 inh: 2.7
C[C@H](CO)N1C[C@H](C)[C@H](CN(C)C(=O)C2CC2)Oc2ncc(C#CC3(O)CCCC3)cc2C1=O
  NSD2 inh: 3.5
COc1ccc(S(=O)(=O)N(C)C[C@@H]2Oc3ncc(C#Cc4ccc(OC)c(OC)c4)cc3C(=O)N([C@H](C)CO)C[C@@H]2C)cc1
  NSD2 inh: 2.6
Cc1ccc(S(=O)(=O)N(C)C[C@@H]2Oc3ccc(NC(=O)Nc4ccc5c(c4)OCO5)cc3C(=O)N([C@H](C)CO)C[C@@H]2C)cc1
  NSD2 inh: -4.3
COc1ccc(S(=O)(=O)Nc2ccc3c(c2)C(=O)N([C@H](C)CO)C[C@H](C)[C@H](CN(C)C(=O)Nc2ccc4c(c2)OCO4)OCCCC[C@H](C)O3)cc1
  NSD2 inh: 2.4
Cc1ccc(S(=O)(=O)N(C)C[C@@H]2Oc3ncc(Br)cc3C(=O)N([C@H](C)CO)C[C@H]2C)cc1
  NSD2 inh: 0.8
C[C@@H]1CN([C@H](C)CO)C(=O)CCCn2cc(nn2)CO[C@@H]1CN(C)Cc1ccc2c(c1)OCO2
  NSD2 inh: -3.3
C[C@H](CO)N1C[C@H](C)[C@@H](CN(C)C(=O)Cc2ccncc2)Oc2ncc(C#CCN(C)C)cc2C1=O
  NSD2 inh: -1.2
C[C@H](CO)N1C[C@H](C)[C@@H](CN(C)C(=O)CN(C)C)Oc2ncc(C#Cc3ccncc3)cc2C1=O
  NSD2 inh: 1.1
C[C@@H]1CN([C@H](C)CO)C(=O)c2cc(NC(=O)NC3CCCCC3)ccc2O[C@H]1CN(C)C(=O)Nc1cccc2ccccc12
  NSD2 inh: -3.9
COc1ccc(NC(=O)N(C)C[C@@H]2Oc3ccc(NC(=O)CCN4CCOCC4)cc3CC(=O)N([C@H](C)CO)C[C@@H]2C)cc1
  NSD2 inh: 0.2

As a short view, some entries already given.
COC(=O)N(C)C[C@H]1OCc2cnnn2CCCC(=O)N([C@H](C)CO)C[C@@H]1C
  NSD2 inh: -2.5
CC(C)CC#Cc1cnc2c(c1)C(=O)N([C@@H](C)CO)C[C@H](C)[C@@H](CN(C)S(=O)(=O)c1cccs1)O2
  NSD2 inh: 2.7

Next results follow.
C[C@@H]1CN([C@H](C)CO)C(=O)c2c(c3ccccc3n2C)-c2ccccc2CO[C@@H]1CN(C)C(=O)[C@@H]1CCCN1C
  NSD2 inh: -0.3
C[C@@H]1CN([C@@H](C)CO)C(=O)Cc2cc(NS(=O)(=O)c3ccc(Cl)cc3)ccc2O[C@@H]1CN(C)C(=O)Nc1ccc(F)cc1
  NSD2 inh: -1.8
C[C@H]1CN([C@@H](C)CO)C(=O)Cc2cc(NC(=O)CCCCCC(=O)Nc3ccccc3N)ccc2O[C@H]1CN(C)Cc1ccc(C(F)(F)F)cc1
  NSD2 inh: -4.6
C[C@H]1CCCCO[C@@H](CN(C)C)[C@@H](C)CN([C@@H](C)CO)C(=O)c2cc(N(C)C)ccc2O1
  NSD2 inh: 6.7
C[C@@H]1CN([C@@H](C)CO)C(=O)c2cc(-c3cccnc3)cnc2O[C@H]1CN(C)C(=O)Nc1ccc(C(F)(F)F)cc1
  NSD2 inh: -7.3
O=C(N/N=C/c1cn(Cc2ccccc2)c2ccccc12)c1ccccc1O
  NSD2 inh: -0.9
C[C@@H]1CN([C@@H](C)CO)C(=O)c2cc(N(C)C)ccc2O[C@@H](C)CCCCO[C@@H]1CN(C)C(=O)Nc1ccccc1
  NSD2 inh: 1.4
COC(=O)C[C@H]1C(C)(C)[C@@H](OC(C)=O)[C@@H]2CC3=C4CC(=O)O[C@@H](c5ccoc5)[C@]4(C)CCC3[C@@]1(C)C2=O (stereo partly drawn)
  NSD2 inh: -0.8
CC(C)NC(=O)Nc1cccc2c1O[C@@H](CN(C)Cc1ccc(-c3ccccc3)cc1)[C@@H](C)CN([C@H](C)CO)C2=O
  NSD2 inh: -5.1
C[C@@H]1CCCCO[C@H](CN(C)C(=O)C2CCCCC2)[C@H](C)CN([C@@H](C)CO)C(=O)c2cc(NC(=O)CCCN(C)C)ccc2O1
  NSD2 inh: -4.3
O=C(O)CCCCCC(=O)N/N=C/c1ccoc1
  NSD2 inh: 2.7
CC(C)NC(=O)N(C)C[C@H]1Oc2ccc(NC(=O)C3CCCCC3)cc2CC(=O)N([C@H](C)CO)C[C@H]1C
  NSD2 inh: -7.5
COc1ccc(NC(=O)Nc2ccc3c(c2)CC(=O)N([C@@H](C)CO)C[C@@H](C)[C@@H](CN(C)C(=O)Nc2ccccc2)O3)cc1
  NSD2 inh: 5.0
CCCN(C)C[C@H]1OCCCC[C@@H](C)Oc2ccc(NS(=O)(=O)c3ccc(OC)cc3)cc2C(=O)N([C@H](C)CO)C[C@H]1C
  NSD2 inh: 5.2
Cc1ccc(S(=O)(=O)Nc2cccc3c2O[C@@H](CN(C)C(=O)NC2CCCCC2)[C@@H](C)CN([C@@H](C)CO)C3=O)cc1
  NSD2 inh: 2.0
CNC[C@@H]1Oc2ncc(-c3cccc(C(=O)N(C)C)c3)cc2C(=O)N([C@@H](C)CO)C[C@@H]1C
  NSD2 inh: -2.7
Cc1noc(C)c1NC(=O)Nc1cccc2c1O[C@H](CN(C)Cc1ccc(C(F)(F)F)cc1)[C@H](C)CN([C@@H](C)CO)C2=O
  NSD2 inh: -1.3
C[C@@H]1CN([C@H](C)CO)C(=O)Cc2cc(NC(=O)CCN3CCOCC3)ccc2O[C@H]1CN(C)C(=O)Nc1cccc2ccccc12
  NSD2 inh: -3.5
COc1ccc(S(=O)(=O)N(C)C[C@@H]2Oc3ccc(NS(=O)(=O)c4cccs4)cc3CC(=O)N([C@@H](C)CO)C[C@@H]2C)cc1
  NSD2 inh: -3.8
C[C@H](CO)N1C[C@H](C)[C@@H](CN(C)S(=O)(=O)c2ccc(F)cc2)Oc2ccc(NS(=O)(=O)c3ccc(Cl)cc3)cc2CC1=O
  NSD2 inh: -4.6
C[C@@H]1CN([C@@H](C)CO)C(=O)c2cc(NC(=O)c3ccccc3)ccc2O[C@@H](C)CCCCO[C@H]1CN(C)S(=O)(=O)c1ccccc1
  NSD2 inh: -2.7
C[C@@H]1CN([C@@H](C)CO)C(=O)c2cc(NC(=O)c3ccncc3)ccc2O[C@@H]1CN(C)Cc1ccc(C(=O)Nc2ccccc2N)cc1
  NSD2 inh: -0.8
COc1ccc(NC(=O)N(C)C[C@H]2Oc3c(NC(=O)NC(C)C)cccc3C(=O)N([C@@H](C)CO)C[C@H]2C)cc1
  NSD2 inh: 3.6
COc1ccc(S(=O)(=O)N(C)C[C@H]2OCCCC[C@@H](C)Oc3ccc(NS(=O)(=O)c4ccccc4)cc3C(=O)N([C@@H](C)CO)C[C@H]2C)cc1
  NSD2 inh: 4.5
CC(C)NC(=O)N(C)C[C@@H]1Oc2ncc(-c3cncnc3)cc2C(=O)N([C@@H](C)CO)C[C@@H]1C
  NSD2 inh: 0.0

O=C(CCCCCCC(=O)Nc1ccccc1O)N/N=C/c1ccc(-c2cccc(Cl)c2)o1
  NSD2 inh: -5.0
C[C@@H]1CCCCO[C@@H](CN(C)C(=O)Nc2ccc(F)cc2)[C@H](C)CN([C@@H](C)CO)C(=O)c2cc(NS(=O)(=O)c3cn(C)cn3)ccc2O1
  NSD2 inh: 4.3
C[C@@H]1CN([C@H](C)CO)C(=O)Cc2cc(NS(C)(=O)=O)ccc2O[C@H]1CN(C)S(=O)(=O)c1cn(C)cn1
  NSD2 inh: -3.9
C[C@@H]1CCCCO[C@@H](CN(C)Cc2ccc(Cl)c(Cl)c2)[C@H](C)CN([C@@H](C)CO)C(=O)c2cc(NC(=O)Cc3ccccc3)ccc2O1
  NSD2 inh: -2.7
COc1cccc(NC(=O)N(C)C[C@@H]2OCc3cn(nn3)CCCC(=O)N([C@@H](C)CO)C[C@@H]2C)c1
  NSD2 inh: 7.8
Cc1ccc(S(=O)(=O)Nc2ccc3c(c2)C(=O)N([C@H](C)CO)C[C@@H](C)[C@H](CN(C)Cc2ccc(C(=O)Nc4ccccc4N)cc2)O3)cc1
  NSD2 inh: 6.2
C[C@@H]1CN([C@H](C)CO)S(=O)(=O)c2ccc(C#CC3CC3)cc2O[C@H]1CN(C)C(=O)Nc1cc(F)ccc1F
  NSD2 inh: -11.1
C[C@H](O)C#Cc1cnc2c(c1)C(=O)N([C@H](C)CO)C[C@H](C)[C@H](CN(C)C(=O)c1ccc(F)cc1)O2
  NSD2 inh: -5.1
COCC(=O)N(C)C[C@@H]1Oc2cc(C#CCC(C)C)ccc2S(=O)(=O)N([C@@H](C)CO)C[C@H]1C
  NSD2 inh: -9.1
Cc1noc(C)c1S(=O)(=O)N(C)C[C@H]1OCCCC[C@@H](C)Oc2ccc(NC(=O)C3CCCCC3)cc2C(=O)N([C@@H](C)CO)C[C@H]1C
  NSD2 inh: -1.3
Cc1ccc(S(=O)(=O)N(C)C[C@H]2Oc3ncc(C#CC4(O)CCCC4)cc3C(=O)N([C@H](C)CO)C[C@@H]2C)cc1
  NSD2 inh: 0.7
CC(C)NC(=O)N(C)C[C@@H]1Oc2ccc(NC(=O)Nc3ccccc3)cc2CC(=O)N([C@@H](C)CO)C[C@H]1C
  NSD2 inh: 8.3
CCC(=O)N(C)C[C@@H]1Oc2ncc(-c3ccccc3OC)cc2C(=O)N([C@H](C)CO)C[C@@H]1C
  NSD2 inh: -1.0
COCC#Cc1cnc2c(c1)C(=O)N([C@H](C)CO)C[C@@H](C)[C@H](CN(C)C(=O)CN1CCOCC1)O2
  NSD2 inh: 1.2
C[C@H](CO)N1C[C@H](C)[C@H](CN(C)Cc2ccc(C(F)(F)F)cc2)OCc2cnnn2CCCC1=O
  NSD2 inh: 2.7
C[C@H](CO)N1C[C@H](C)[C@H](CN(C)S(C)(=O)=O)Oc2c(NC(=O)Nc3ccc(F)cc3)cccc2C1=O
  NSD2 inh: 0.4
C[C@@H]1CN([C@H](C)CO)C(=O)Cc2cc(NC(=O)c3ccncc3)ccc2O[C@H]1CN(C)CC1CC1
  NSD2 inh: 0.9
C[C@H]1CN([C@@H](C)CO)C(=O)c2cc(-c3ccccc3)cnc2O[C@@H]1CN(C)C(=O)c1ccccn1
  NSD2 inh: 3.3
C[C@@H]1CN([C@@H](C)CO)C(=O)Cc2cc(NC(=O)CCN3CCOCC3)ccc2O[C@@H]1CN(C)C(=O)Nc1ccc(F)cc1
  NSD2 inh: 2.7
C[C@H]1CN([C@@H](C)CO)C(=O)c2cc(C#Cc3ccccc3)cnc2O[C@@H]1CN(C)C(=O)c1ccccc1
  NSD2 inh: 1.2
O=C(C1=C[C@H](c2ccccc2)C[C@H](OCCCCO)O1)N1CCOCC1
  NSD2 inh: -1.5
COc1ccc(NC(=O)Nc2ccc3c(c2)CC(=O)N([C@H](C)CO)C[C@@H](C)[C@@H](CN(C)S(=O)(=O)c2ccc(C)cc2)O3)cc1
  NSD2 inh: 1.7
C[C@@H]1CN([C@H](C)CO)C(=O)Cc2cc(NC(=O)Cn3cnnn3)ccc2O[C@H]1CN(C)S(=O)(=O)c1ccc(F)cc1
  NSD2 inh: -1.1
COc1ccc(CN(C)C[C@@H]2OCCCC[C@H](C)Oc3ccc(NS(=O)(=O)c4ccccc4)cc3C(=O)N([C@@H](C)CO)C[C@H]2C)cc1
  NSD2 inh: -1.2
C[C@@H]1CCCCO[C@@H](CN(C)C(=O)CCC(F)(F)F)[C@H](C)CN([C@H](C)CO)C(=O)c2cc(NC(=O)c3ccncc3)ccc2O1
  NSD2 inh: -68.4
CCC(Sc1n[nH]c(N)n1)C(=O)Nc1ccc(C)cc1C (stereo not drawn)
  NSD2 inh: 1.6
C[C@H](CO)N1C[C@H](C)[C@@H](CN(C)S(C)(=O)=O)OCc2ccccc2-c2ccccc2C1=O
  NSD2 inh: -4.5
CC(C)C#Cc1cnc2c(c1)C(=O)N([C@H](C)CO)C[C@@H](C)[C@H](CN(C)C(=O)c1cnccn1)O2
  NSD2 inh: 3.0

From PubChem
